# Source: PubChem (National Center for Advancing Translational Sciences (NCATS))
# TSHR antagonist: antagonists of human thyroid stimulating hormone receptor | TSHR-expressing cells, TSH-stimulated cAMP HTRF, 2 h; hits give low values | 330,000 compounds, 0.2% hits | P16473 | activity change, negative = inhibition, % at 11.5 µM;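 active = activity change below a set negative limit, meaning inhibition stronger than a set level, cut at about -70% in these data; inconclusive = activity change between two set negative limits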; also: % is scaled to controls: 0 for no effect and ±100 for the full control effect
#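 Inhibition of cAMP made by TSHR-expressing cells under TSH stimulation (4nM final, EC80; 2 h, 37 deg C) is quantified with a one-step lysis HTRF kit, anti-cAMP cryptate versus cAMP-d2.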
# Eya2 inh: inhibitors of human Eya2 phosphatase activity. O00167. recombinant Eya2, OMFP fluorescence dephosphorylation (OMFP is methylfluorescein phosphate). Potency, µM (titrated, usually from 76.9 µM), for the others: top-dose activity, negative = inhibition, usual class: inhibitors. 330,000 compounds, 0.006% hits. AID 488837; also: potency is read from the fitted curve at half-maximal effect; % is scaled to controls: 0 for no effect and ±100 for the full control effect
# Target sequence (O00167 whole entry, looked up): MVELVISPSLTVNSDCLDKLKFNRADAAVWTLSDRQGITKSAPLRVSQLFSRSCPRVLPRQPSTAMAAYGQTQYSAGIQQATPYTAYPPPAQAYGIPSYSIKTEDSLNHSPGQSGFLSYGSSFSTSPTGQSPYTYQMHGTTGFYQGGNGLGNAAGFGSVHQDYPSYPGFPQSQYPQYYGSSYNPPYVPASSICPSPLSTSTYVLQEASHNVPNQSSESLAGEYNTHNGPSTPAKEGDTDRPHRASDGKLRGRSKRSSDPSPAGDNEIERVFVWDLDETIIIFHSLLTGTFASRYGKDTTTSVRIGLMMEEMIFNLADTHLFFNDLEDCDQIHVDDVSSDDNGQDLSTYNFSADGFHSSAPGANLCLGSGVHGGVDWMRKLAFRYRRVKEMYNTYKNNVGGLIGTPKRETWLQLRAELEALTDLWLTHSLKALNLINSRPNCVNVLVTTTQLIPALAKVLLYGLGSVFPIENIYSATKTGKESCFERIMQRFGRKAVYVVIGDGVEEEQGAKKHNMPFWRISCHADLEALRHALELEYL
#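 Eya2 protein (added as 0.2 uM solution) was preincubated with compound for 10 min at ambient temperature in 50 mM HEPES pH 7.5, 50 mM NaCl, 5 uM MgCl2, 0.05% BSA, 1 mM DTT. OMFP (added at 50 uM) then reacted 10 min; fluorescence read at 485/525 nm.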
# MBNL1 CUG block: inhibitors of human MBNL1 binding to CUG repeat RNA; Q9NR56; TR-FRET MBNL1-His/biotin-(CUG)12 binding, 665/545 ratio; Potency, µM (series often up to 57.5 µM), without a hit: at the top dose activity change, negative = inhibition, hits mostly inhibitors; 280,000 compounds, 0.036% hits; AID 2675; active = well fitted inhibition curve with a large enough effect in the signal ratio, with a control signal flat, not every such curve was filed as active; inconclusive = small, poorly fitted or top-dose-only effect, or effect the other way, or a change in a side signal; inactive = no such curve, though single readings can be large or run the other way; the % refers to the signal ratio; also: potency is read from the fitted curve at half-maximal effect; % is scaled to controls: 0 for no effect and ±100 for the full control effect
#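 MBNL1-His + Biotin-(CUG)12, cpd titration 92 nM–58 uM; Tb anti-His Ab 0.055 ng/ul, SA-XL665 5 nM (final); 60 min RT; ratiometric 665/545 nm, Ex 340 nm; normalized to buffer and full-complex controls.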
# hERG WT inh: blocks the wildtype human KCNH2 potassium channel; Q12809; U2OS, BacMam KCNH2, thallium flux FluxOr; hits give low values; activity change, % at 1.84 µM; 340,000 compounds, 0.37% hits;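 active = maximum activity change below -70%; inconclusive = maximum activity change between -70% and -50%; inactive = maximum activity change above -50%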; also: % is scaled to controls: 0 for no effect and ±100 for the full control effect
#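 U2OS cells transduced with wild-type KCNH2 virus are loaded with FluxOr dye for 45 min, and thallium flux is measured in kinetic reads before and after stimulation buffer. Rate constants are normalized to DMSO controls.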
# PKM2 activator: increases activity of human pyruvate kinase M2 | P14618 | purified PKM2, Kinase-Glo ATP luminescence, activation; response scale: 0% is enzyme alone, no compound | Potency, µM (titrated, usually from 57.5 µM), for inactives: top-dose activation, actives largely listed as activators | 260,000 compounds, 0.34% hits; also: potency is read from the fitted curve at half-maximal effect; % is scaled to controls: 0 for no effect and ±100 for the full control effect; nearly all actives have a fitted effect of over 55% in size
#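 ATP formation by purified human PK-M2, quantified via coupled luciferase luminescence after 1 h at room temperature with 0.1 mM ADP and 0.5 mM PEP final.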
# Mito fusion act: blocks mitochondrial division or promotes mitochondrial fusion; S. cerevisiae fusion-defective mutant growth rescue, CellTiterGlo 48 h; Potency, µM (doses to about 46.1 µM), inactives show at the highest dose growth rescue (activation), actives largely listed as activators; 320,000 compounds, 0.23% hits; AID 485298;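 also: potency is read from the fitted curve at half-maximal effect; % of control where 0% means no effect; nearly all actives have a fitted effect of over 45% in size; temperature-sensitive fusion mutants such as fzo1-1 at 37 °C on non-fermentable ethanol glycerol medium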
#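 Luminescent cell viability in 1536-well qHTS format served as the measure of rescued growth in ts fusion-mutant S. cerevisiae cultured on non-fermentable YPEG for 48 hours at 37C.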
# Menin-MLL TR inh: displaces Texas Red mutant MLL peptide from human menin; O00255; Menin + Texas Red MLL mutant peptide, fluorescence polarization; Potency, µM (top dose mostly 61.6 µM), for the others: at the highest dose FP activity change, negative = inhibition, actives largely listed as inhibitors; 270,000 compounds, 0.23% hits; active = well fitted inhibition curve with a large enough effect in the polarisation, with a control signal flat, not every such curve was filed as active; inconclusive = small, poorly fitted or top-dose-only effect, or effect the other way, or a change in a side signal; inactive = no such curve, though single readings can be large or run the other way; the % refers to the polarisation; also: potency is read from the fitted curve at half-maximal effect; % of control where 0% means no effect; many of its hits are not listed in these tables
# GALK inhibitor: galactokinase (human) inhibition. Purified GALK, Kinase-Glo residual ATP luminescence. Potency, µM (titrated, usually from 57.5 µM), for the others: top-dose activity change, negative = inhibition, usual class: inhibitors. P51570. 270,000 compounds, 0.007% hits; also: potency is read from the fitted curve at half-maximal effect; % is scaled to controls: 0 for no effect and ±100 for the full control effect
#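 5 nM enzyme, 35 uM ATP, 100 uM galactose, 20 mM HEPES pH8.0, 5 mM MgCl2; 1 h RT; residual ATP by Kinase-Glo Plus luminescence, qHTS format.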
# BCR signal inh: blocks chronic active B-cell receptor signaling; ABC-DLBCL IkBa-CBG/CBR reporter, luminescence ratio, 4 h; Potency, µM (top dose mostly 46.1 µM), for inactives: top-dose ratio change, negative = lower green/red ratio, usual class: inhibitors; 340,000 compounds, 0.05% hits; AID 493014; active = well fitted inhibition curve with a large enough effect in the signal ratio, with a control signal flat, not every such curve was filed as active; inconclusive = small, poorly fitted or top-dose-only effect, or effect the other way, or a change in a side signal; the % refers to the signal ratio;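 also: potency is read from the fitted curve at half-maximal effect; plate controls were basal doxycycline-induced cells for no effect and cells given 10 µM MG132 for full effect; MG132 reads +100%, hits lower the ratio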
#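 Cell line TMD8 (human ABC DLBCL), stably expressing tet-inducible CBG68-IkBa fusion and CBR; IMDM/0.5% FBS; cpd up to 46 uM; dox induction, 4 h, 37C/5% CO2; dual luminescence; green/red ratio; MG132 control.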
# USP2a inh: inhibitors of human ubiquitin-specific protease USP2a. AID 463254. 330,000 compounds, 0.01% hits. O75604. USP2 core, Ub-CHOP2 coupled fluorogenic reporter, 485/531. Potency, µM (top dose mostly 38.3 µM), without a hit: at the top dose activity change, negative = inhibition, actives largely listed as inhibitors;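 also: potency is read from the fitted curve at half-maximal effect; plate controls were DMSO wells for no effect and full inhibition by NEM control for full effect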
#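 Cell-free coupled assay: 10nM USP2 core preincubated 30min RT with compound in Tris-HCl pH 8.0/CaCl2/CHAPS buffer, then 25nM Ub-CHOP2 and 25nM reporter substrate; fluorescence (Ex 485/Em 531) read after 60min RT, normalized to NEM inhibition, concentration-response curves fitted.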
# ASM inhibitor: human S-ASM enzyme inhibition; P17405; placental ASM, HMU-PC fluorogenic substrate, 60 min; AID 504937; Potency, µM (series often up to 57.5 µM), for inactives: at the highest dose activity change, negative = inhibition, usual class: inhibitors; 340,000 compounds, 0.006% hits; also: potency is read from the fitted curve at half-maximal effect
# Target sequence (P17405 47-631 limits assumed): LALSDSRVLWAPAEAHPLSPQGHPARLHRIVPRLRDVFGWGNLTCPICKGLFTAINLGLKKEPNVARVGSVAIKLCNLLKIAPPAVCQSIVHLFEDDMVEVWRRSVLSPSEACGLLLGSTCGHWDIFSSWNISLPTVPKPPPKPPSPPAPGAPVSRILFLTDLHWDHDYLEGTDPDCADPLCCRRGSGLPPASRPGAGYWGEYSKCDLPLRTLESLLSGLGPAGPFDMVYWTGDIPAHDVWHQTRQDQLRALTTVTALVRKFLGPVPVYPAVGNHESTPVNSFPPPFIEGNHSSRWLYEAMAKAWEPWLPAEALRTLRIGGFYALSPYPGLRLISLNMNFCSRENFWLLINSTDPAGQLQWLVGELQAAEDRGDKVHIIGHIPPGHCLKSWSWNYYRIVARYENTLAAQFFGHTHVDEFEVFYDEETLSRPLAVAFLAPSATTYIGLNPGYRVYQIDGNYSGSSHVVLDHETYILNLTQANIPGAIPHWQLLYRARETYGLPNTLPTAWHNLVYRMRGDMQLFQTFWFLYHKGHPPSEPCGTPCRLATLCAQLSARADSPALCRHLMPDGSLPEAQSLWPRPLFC
#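 Human placenta-derived ASM preincubated with compound 10 min at room temperature, then reacted with 9 uM (final) fluorogenic HMU-PC substrate for 60 min at 37 C. Stop solution raises pH to 10; fluorescence read at Ex 386/Em 447 nm.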
# The depositor's hits bear a star; i = inactive; u = inconclusive; x = no result given; & = joins results of further samples; [ ] = remark or other dose. Unless noted, calls follow the shape of the dose curve; as a rule, active = well fitted curve in the direction sought with a large enough effect; inconclusive = small, poorly fitted or top-dose-only effect, or another doubt; inactive = no such curve, though single readings can be large; an effect the other way counts as inactive or inconclusive. Not all compounds are listed, so the mix of outcomes need not match the whole.
# Values in the order – TSHR antagonist, Eya2 inh, MBNL1 CUG block, hERG WT inh, PKM2 activator, Mito fusion act, Menin-MLL TR inh, GALK inhibitor, BCR signal inh, USP2a inh, ASM inhibitor
1: Cc1ccc(C)c(N2CCN(C(=O)Cc3ccc(NC4=NC5CS(=O)(=O)CC5S4)cc3)CC2)c1 (configuration not stated)
  50, -16%, -19%, 0, 10%, 2%, -11%, x, 10%, -7%, 5%
2: C[C@H](NC(=O)C1CCN(S(=O)(=O)c2ccccc2)CC1)C(=O)NCc1ccc(Cl)c(Cl)c1
  18, 5%, -4%, 4, x, 0%, x, -6%, u, 0%, -7%
3: CCOc1ccc(NC(=O)CN(C)CC(=O)NC2CCCc3ccccc32)cc1OCC (configuration not stated)
  18, -6%, -8%, -12, -6%, -6%, 9%, 3%, u, -1%, 3%
4: COc1ccc(C(=O)Nc2ccccc2NC(=O)c2ccco2)cc1OC
  -9, 16%, -6%, -2, -4%, 1%, 1%, 1%, 3%, 1%, 2%
5: C=COCCNC(=S)Nc1ccccc1
  -14, -3%, 2%, -7, 2%, 7%, u, 1%, -15%, -1%, -1%
6: Cc1cc(C)c(NC(=O)CN2C(=O)CC(C)S(=O)(=O)c3ccccc32)c(C)c1 (configuration not stated)
  8, 3%, -8%, -1, x, 3%, -1%, 1%, -10%, 4%, 1%
7: O=C(OCC(=O)N1CCc2ccccc2C1)c1cccs1
  2, -11%, 2%, 4, 0%, 1%, -11%, -1%, u, 2%, 2%
8: CNC[C@H](O)c1cccc(O)c1
  -25&7, 3%&-1%, -10%, 25, 2%, 13%&0%, -5%&5%&-3%, -1%, 3%, 3%, 1%
9: COc1ccc(F)cc1CSc1nnnn1-c1ccc(O)cc1
  -9, -9%, -4%, -1, 8%, 6%, 55%[activator], 4%, -13%, 3%, -1%
10: O=C(/C=C/c1ccc(Br)cc1)NC(=S)Nc1ccc(S(=O)(=O)Nc2nccs2)cc1
  -7, -5%, -11%, 15, u, 0%, 7%, -3%, 7%, 3%, -3%
11: COc1ccc(Cc2nnc(NC(=O)c3ccc(OC(C)=O)cc3)s2)cc1OC
  -10, -17%, 13%, 14, -1%, 1%, -12%, -1%, 6%, -2%, 6%
12: COc1cccc(C(=O)C2CCCN(CC3=Cc4cc(OC)ccc4OC3)C2)c1 (configuration not stated)
  -12, 1%, -5%, -11, 0%, -4%, 5%, -2%, -16%, 4%, -1%
13: O=C(CSc1nnc(-c2ccncc2)s1)Nc1ccccc1
  5, 6%, 24%, -3, 4µM*, 0%, -1%, -3%, -25%, 0%, 7%
14: Cc1noc(C)c1COc1ccccc1C(=O)NNC(=O)c1ccc(F)cc1
  -1, 0%, x, 13, x, 0%, x, x, -6%, 1%, 3%
15: Cc1cccc(NC(=O)[C@@H](CC(C)C)NC(=O)[C@@H]2Cc3ccccc3CN2)c1
  -6, 10%, 2%, 1, x, -1%, x, 4%, -7%, -1%, 1%
16: CN(CC1CCOCC1)C(=O)CC1C(=O)NCCN1Cc1cccc(F)c1 (configuration not stated)
  31, 17%, 5%, 0, -2%, 4%, -16%, 4%, u, 2%, 36%[activator]
17: CC1Cc2ccccc2N1C(=O)Cn1cnc2c1c(=O)n(C)c(=O)n2C (configuration not stated)
  5, -15%, -3%, 10, x, -8%, x, -1%, 4%, 3%, 5%
18: COc1ccc(NC(=O)CN2C(=O)C(C)Oc3ccccc32)cc1OC (configuration not stated)
  -6, 10%, 5%, -8, 2%, 2%, -2%, -1%, 0%, 0%, 3%
19: CC(C)c1ccc(NC(=O)CCN2C(=O)[C@@H]3Cc4ccccc4CN3C2=O)cc1
  -5, 5%, -5%, -6, x, 0%, x, 5%, 1%, 0%, -1%
20: Cc1cc(C)cc(C(=O)NCC(=O)OCC(=O)c2c(N)n(C)c(=O)n(C)c2=O)c1
  9, -12%, x, 0, x, 1%, x, x, 6%, 0%, 1%
21: CCC(CC)C(=O)Nc1cccc(-c2nc3ccccc3o2)c1
  -6, -8%, 0%, -16, 0%, 0%, 13%, 0%, u, 1%, -1%
22: COc1ccc(-n2c(O)c(C=Nc3ccccc3)c3ccccc3c2=O)cc1OC
  -2, 1%, 0%, 3, -3%, 3%, x, x, 2%, 1%, 55%[activator]
23: CC(=O)N1CCC(N(C(=O)Nc2c(F)cccc2F)C(C)C)CC1
  9, -31%, -4%, -4, -5%, -1%, -8%, 0%, -7%&0%, -4%, -2%
24: CN(CC(=O)Nc1ccc(F)cc1)C(=O)c1ccc(N2C(=O)CCC2=O)cc1
  30, 2%, x, -5, x, -5%, x, x, 2%, -1%, 2%
25: CC(C)Nc1nc2c(c(=O)n(C)c(=O)n2C)n1C
  -7, -2%, x, 3, 2%, 3%, x, -2%, 10%, 4%, -7%
26: COCCCN1CCc2[nH]c(=S)[nH]c(=O)c2C1
  12, -6%, -16%, -3, 1%, -3%, 14%, 1%, 2%, 5%, 2%
27: COc1ccc(NC(=O)CCS(=O)(=O)c2cccc3nonc23)c(OC)c1
  2, -3%, u, 2, -1%, -1%, 4%, 1%, -17%, 4%, -2%
28: O=C(Cn1nnc(-c2cccs2)n1)N1CCc2ccccc2C1
  -1, -8%, 3%, -9, 10%, 5%, 7%, 2%, 0%, 1%, -4%
29: O=C(OCc1nnc(-c2ccccc2)o1)c1cc(F)c(F)cc1Cl
  -5, -4%, -1%, -1, u, -1%, -17%, 14%, -6%, -6%, -7%
30: COc1ccc(C2=NOC(C(=O)NCc3cccs3)C2)cc1 (configuration not stated)
  -4, -16%, -6%, -1, -5%, 0%, 2%, 3%, u, 4%, 0%
31: Cc1cccc(C(C)C)c1NS(=O)(=O)c1cn(C)nc1C
  5, 1%, -4%, 8, -10%, 3%, x, -3%, 2%, 2%, 2%
32: O=C(NNC(=O)c1ccccc1C(=O)O)c1cc2ccccc2o1
  1, -9%, u, -18, x, 1%, -5%, u, u, 1%, -2%
33: COc1ccc(C2CC(c3ccccc3F)=NN2c2ccc(S(N)(=O)=O)cc2)cc1 (configuration not stated)
  -10, 0%, x, 17, x, x, x, x, u, -1%, i
34: CS(=O)(=O)Nc1ccc(C(=O)NCCSCc2ccccc2)cc1
  -24, -8%, -12%, -6, 2%, 6%, 18%, 1%, -12%, 1%, 1%
35: C=CC[C@@H](CC(=O)N(CCO)Cc1ccccc1)C(=O)N[C@@H](C)COC(=O)[C@@H](CC=C)CC(=O)OC(C)(C)C
  -8, -15%, x, -5, x, x, x, x, 0%, 1%, 6%
36: CSc1cccc(N2CC(C(=O)NCCC3=CCCCC3)CC2=O)c1 (configuration not stated)
  -8, 0%, x, 3, x, 9%, x, x, 8%, -1%, -4%
37: O=C(COc1cc(Cl)c(Cl)cc1Cl)NCCc1ccccn1
  6, 17%, 10%, -13, u, 4%, 2%, 1%, 3%, 0%, 2%
38: Cc1cc(Cl)ccc1OC(C)c1nnc(N)s1 (configuration not stated)
  -36, 13%, 1%, -33, 2%, -2%, 2%, 4%, -17%, 0%, -1%
39: CC(C)C(NC(=O)c1ccc(Cl)cc1Cl)C(=O)NCCc1ccccn1 (configuration not stated)
  11, -12%, x, -12, x, 0%, x, x, 0%, -2%, 0%

# Reprinted at random: two records from the list, in no set order.
# Values in the order – TSHR antagonist, Eya2 inh, MBNL1 CUG block, hERG WT inh, PKM2 activator, Mito fusion act, Menin-MLL TR inh, GALK inhibitor, BCR signal inh, USP2a inh, ASM inhibitor
38: Cc1cc(Cl)ccc1OC(C)c1nnc(N)s1 (configuration not stated)
  -36, 13%, 1%, -33, 2%, -2%, 2%, 4%, -17%, 0%, -1%
39: CC(C)C(NC(=O)c1ccc(Cl)cc1Cl)C(=O)NCCc1ccccn1 (configuration not stated)
  11, -12%, x, -12, x, 0%, x, x, 0%, -2%, 0%
